LDHA block: inhibitors of human lactate dehydrogenase A | P00338 | AID 1347041 | purified LDHA, NADH/diaphorase-resazurin fluorescence; hits give low values | activity change, % (values are at about 110 or 230 µM) | 480,000 tested, 0.15% active; in the data active = activity change below about -30%; inconclusive = mostly about -25% to -30%;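 also: plate controls were DMSO wells for no effect and wells without enzyme for full effect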
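Resorufin fluorescence (ex540/em590), read at 0 and 20 min after diaphorase/resazurin addition, reports the NADH left after a 5 min room-temperature reaction of 2 nM human LDH5 with 0.06 mM NADH and 0.2 mM pyruvate.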
RGS4 inhibitor: inhibitors of human regulator of G protein signaling 4. P49798. Transcreener GDP fluorescence polarization, RGS4-accelerated GTP hydrolysis. Potency, µM (doses to about 114 µM), for inactives: at the highest dose activity change, negative = inhibition, hits mostly inhibitors. 390,000 tested, 0.039% active. AID 504845; also: potency is read from the fitted curve at half-maximal effect; % is scaled to controls: 0 for no effect and ±100 for the full control effect; nearly all actives have a fitted effect of over 75% in size; some results filed as inactive show a strong effect at the top dose
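MLSMR compounds (23 nl, pin-transferred) preincubated 10 min at room temperature with a 500nM (2x) first reagent, then RGS4 at 900nM (2x) plus Transcreener GDP mix added; fluorescence polarization (620/688 nm) read before and after 90 min at 30 °C.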
Pol eta inh: blocks human DNA polymerase eta activity; Q9Y253; recombinant Pol eta, fluorescent DNA replication assay; Potency, µM (series often up to 114 µM), without a hit: at the highest dose activity change, negative = inhibition, most hits filed as inhibitors; 390,000 tested, 1.2% active; AID 588591; also: potency is read from the fitted curve at half-maximal effect; % is scaled to controls: 0 for no effect and ±100 for the full control effect
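Pol eta (10 nM) was preincubated with compounds for 15 min at room temperature, after which fluorescent replication substrate (50 nM final) was added to start the reaction. Fluorescence was read kinetically at 0 and 10 min.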
ALOX12 inh: blocks human arachidonate 12S-lipoxygenase | P18054 | Potency, µM (doses to about 108 µM), without a hit: at the top dose activity change, negative = inhibition, most hits filed as inhibitors | purified 12hLO, xylenol orange hydroperoxide absorbance | 580,000 tested, 1.1% active; also: potency is read from the fitted curve at half-maximal effect; % is scaled to controls: 0 for no effect and ±100 for the full control effect
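Purified human 12hLO at 150 nM in 25 mM Hepes, 0.01% Triton X-100, pH 7.0, preincubated 15 min at room temperature with compound. Reaction started with 40 uM arachidonic acid, 30 min at room temperature. Hydroperoxide measured by Fe-xylenol orange, 573/405 nm absorbance ratio.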
ERG-DNA inh: ERG Ets/DNA interaction inhibition | P11308 | fluorescence polarization, His-ERG Ets domain / labelled DNA | Potency, µM (doses to about 76.9 µM), for the others: top-dose FP activity, negative = inhibition, most hits filed as inhibitors | 370,000 tested, 0.028% active; active = well fitted inhibition curve with a large enough effect in the polarisation, with a control signal flat; inconclusive = small, poorly fitted or top-dose-only effect, or effect the other way, or a change in a side signal; inactive = no such curve, though single readings can be large or run the other way; the % refers to the polarisation;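 also: polarization taken with two DNA probes labelled with fluorescein and Texas red; potency is read from the fitted curve at half-maximal effect; % of control where 0% means no effect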
Target sequence (P11308 whole entry, looked up, the tested form may be a part): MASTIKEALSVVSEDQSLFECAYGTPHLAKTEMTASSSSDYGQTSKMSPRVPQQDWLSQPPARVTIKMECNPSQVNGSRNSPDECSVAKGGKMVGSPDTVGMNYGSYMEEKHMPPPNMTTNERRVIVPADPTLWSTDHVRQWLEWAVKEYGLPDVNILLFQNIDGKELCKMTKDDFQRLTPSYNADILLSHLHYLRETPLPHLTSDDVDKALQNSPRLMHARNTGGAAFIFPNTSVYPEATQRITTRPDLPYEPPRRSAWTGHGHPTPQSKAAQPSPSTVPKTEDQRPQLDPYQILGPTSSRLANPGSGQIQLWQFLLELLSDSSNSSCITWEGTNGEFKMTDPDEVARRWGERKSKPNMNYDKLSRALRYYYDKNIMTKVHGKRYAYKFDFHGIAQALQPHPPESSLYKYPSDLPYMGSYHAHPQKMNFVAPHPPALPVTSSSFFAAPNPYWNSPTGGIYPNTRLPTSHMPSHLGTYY
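His-tagged ERG Ets domain (1 uM in the protein solution; 300mM KCl, 50mM Tris-HCl, 1mM EDTA, 1mM DTT, pH 7.5) received compound, then a probe mix of 5 nM fluorescein-DNA and 100nM Texas-615-DNA. Fluorescence polarization was read for both dyes.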
APEX1 inh: inhibitors of human APE1 endonuclease; P27695; recombinant APE1, TAMRA/BHQ-2 abasic DNA cleavage fluorescence; Potency, µM (doses to about 65.8 µM), for the others: at the highest dose activity change, negative = inhibition, hits mostly inhibitors; 350,000 tested, 0.35% active; AID 2517;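 also: potency is read from the fitted curve at half-maximal effect; plate controls were vehicle for no effect and reference inhibitor for full effect; nearly all actives have a fitted effect of over 55% in size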
Target sequence (P27695 whole entry, looked up): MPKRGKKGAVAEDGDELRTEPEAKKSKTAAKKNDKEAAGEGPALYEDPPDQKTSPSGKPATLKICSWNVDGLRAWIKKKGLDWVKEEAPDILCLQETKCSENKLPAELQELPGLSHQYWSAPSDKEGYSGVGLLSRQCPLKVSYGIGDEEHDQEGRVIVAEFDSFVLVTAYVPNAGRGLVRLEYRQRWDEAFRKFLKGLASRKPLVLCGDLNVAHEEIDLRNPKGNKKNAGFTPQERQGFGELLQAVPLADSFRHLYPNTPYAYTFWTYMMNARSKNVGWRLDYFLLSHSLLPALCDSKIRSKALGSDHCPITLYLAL
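Readout is kinetic fluorescence (ex 525, em 598 nm) from cleavage of 50 nM TAMRA/BHQ-2 THF abasic duplex by 0.75 nM APE1, compound added 15 min beforehand at RT.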
POLB inh: inhibitors of human DNA polymerase beta. 340,000 tested, 1.3% active. Potency, µM (series often up to 114 µM), for inactives: at the top dose activity change, negative = inhibition, hits mostly inhibitors. P06746. Pol beta primer extension/strand displacement, fluorescence kinetic; also: potency is read from the fitted curve at half-maximal effect; % is scaled to controls: 0 for no effect and ±100 for the full control effect
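Pol beta (10 nM) and compounds were preincubated 15 min at room temperature, then 50 nM substrate (final) started primer extension/strand displacement. Reads were taken at 0 and 10 min; concentration-response data were fitted to a four-parameter Hill equation.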
Apoferritin bind: binds horse apoferritin like a general anesthetic; 350,000 tested, 0.074% active; apoferritin/1-aminoanthracene competitive binding, fluorescence; AID 485281; Potency, µM (top dose mostly 77.5 µM), for the others: top-dose activity change, negative = displacement, usual class: inhibitors; also: potency is read from the fitted curve at half-maximal effect; % is scaled to controls: 0 for no effect and ±100 for the full control effect; nearly all actives have a fitted effect of over 20% in size
Target sequence (P02791 2-175 limits assumed): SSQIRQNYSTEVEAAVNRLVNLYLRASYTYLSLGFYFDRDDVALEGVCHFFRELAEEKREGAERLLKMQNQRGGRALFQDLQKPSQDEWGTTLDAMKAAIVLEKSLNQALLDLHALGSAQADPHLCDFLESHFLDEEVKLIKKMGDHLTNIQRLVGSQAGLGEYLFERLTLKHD
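Horse-spleen apoferritin (10 uM) was mixed with 50% saturated 1-aminoanthracene in PBS, exposed to compounds for 10 min at room temperature, and read for fluorescence (ex 380 nm, em 535 nm). Competitive displacement was fitted with a four-parameter Hill equation.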
POLK inh: blocks human DNA polymerase kappa activity | Q9UBT6 | purified Pol kappa, fluorescent DNA synthesis assay, 10 min | Potency, µM (top dose mostly 107 µM), inactives show at the top dose activity, negative = inhibition, hits mostly inhibitors | 400,000 tested, 0.53% active | AID 588579; also: potency is read from the fitted curve at half-maximal effect; % is scaled to controls: 0 for no effect and ±100 for the full control effect
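Kinetic fluorescence screen: compound preincubated 15 min RT with 10 nM enzyme; 50 nM substrate (final) initiates; reads at 0/10 min.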
The depositor's hits bear a star; u = inconclusive; x = no result given; & = joins results of further samples; [ ] = dose if it differs, or a comment. Unless noted, calls follow the shape of the dose curve; as a rule, active = well fitted curve in the direction sought with a large enough effect; inconclusive = small, poorly fitted or top-dose-only effect, or another doubt; inactive = no such curve, though single readings can be large; an effect the other way counts as inactive or inconclusive. Not all compounds are listed; the hit share may differ from the screen's.

LDHA block	RGS4 inhibitor	Pol eta inh	ALOX12 inh	ERG-DNA inh	APEX1 inh	POLB inh	Apoferritin bind	POLK inh	canonical_smiles
-5	-27%	-22%	-6%	2%	0%	17%	0%	3%	CCC(=O)Nc1ccc(Cl)c(NC(=S)NC(=O)COc2ccc(Cl)cc2)c1
6	17%	1%	4%	4%	-6%	-7%	-4%	-13%	Cc1oc2ccc(OCC(N)=O)cc2c1C(=O)OC(C)C
-15	7%	4%	15%	1%	x	x	x	-10%&-3%	CCOC(=O)C[C@H]1c2ccccc2S(=O)(=O)N1Cc1cc(OC)c(OC)c(OC)c1
-4	-3%	u	199%[activator]	0%	0%	u	-7%	-10%	COc1ccc(NC(=O)Cn2cnc3c(cnn3-c3ccc(C)c(C)c3)c2=O)c(OC)c1
-5	1%	-14%	14%	-4%	-11%	18%	-16%	-20%	C=CCN(c1ccccc1)S(=O)(=O)c1cccc(C(=O)Nc2nnc(SCC)s2)c1
8	-6%	-18%	-23%	7%	x	x	x	5%	O=C(NN=Cc1ccccc1O)C(O)c1ccccc1 (centres undefined)
-2	-7%	-7%	54%	-7%	9%	2%	-9%	1%	CC(=O)Nc1ccc(NC(=O)c2c(C)nn(-c3ccccc3)c2Cl)cc1C
-1	-5%	-20%	0%	-7%	6%	14%	-4%	-13%	COc1ccc(CCNC(=O)CSc2nc(C)nc3c2oc2ccccc23)cc1OC
-1	0%	-15%	0%	13%	-2%	-1%	u	4%	COc1ccccc1NC(=O)c1ccc(C(=O)c2ccccc2)o1
2	-27%	-23%	0%	-10%	57%[activator]	x	x	-8%	CCCCNC(=S)Nc1cccc(S(=O)(=O)NC2=NCCC2)c1
-5	-4%	-5%	-14%	9%	-4%	28%	u	-2%	Cc1ccc(OCC(=O)N2CCN(c3ccc([N+](=O)[O-])c(N4CCOCC4)c3)CC2)cc1
3	7%	-2%	-12%	3%	-5%	-2%	1%	-2%	CC(=O)C(Sc1ccc2nnc(-c3ccncc3)n2n1)C(C)=O
-17	-14%	-1%	3%	u	-6%	11%	5%	-2%	O=C(NC1CCN(S(=O)(=O)c2cccc([N+](=O)[O-])c2)CC1)C1CCCCC1
-1	-1%	-19%	0%	0%	45%[activator]	14%	0%	7%	CCOC(=O)C1CCN(C(=O)CC2(CC(=O)O)CCCC2)CC1
-15	-8%	-21%	135%[activator]	-10%	-19%	x	x	-4%	CC1CCCC(NC(=O)COC(=O)c2cccc(S(=O)(=O)N3CCCCC3)c2)C1C (centres undefined)
-2	35%	-15%	-3%	3%	-10%	1%	-15%	0%	CCOc1ccccc1NC(=O)CCc1nnc2ccc(N3CCC4(CC3)OCCO4)nn12
-3	-15%	-17%	28%[57.4 µM]	-8%	5%	7%	2%	5%	CCN1CCN(CC(=O)Nc2ccc(C)cc2C)C(=O)C1=O
-5	u	3%	-7%	-2%	-5%	-6%	-15%	-13%	O=S(=O)(c1ccc(-c2csc(-c3cccnc3)n2)cc1)N1CCOCC1
-5	21%	-18%	-24%	-11%	2%	-21%	-11%	6%	CNC(=O)CSCc1cnn(-c2ccccc2)c1-n1cccc1
-8	-6%	-14%	-9%	1%	-9%	x	x	-2%	O=C(Nc1cc(C(F)(F)F)ccc1-n1cncn1)C1CC1
x	x	x	0%	x	1%	x	0%	5%[19.4 µM]	N#Cc1ccccc1OCC(O)CNCCNC(=O)Nc1ccccc1 (centres undefined)
-1	20%	-3%	u	-2%	0%	-1%	-23%	-2%	CC(=O)c1cccc(NC(=O)c2ccc3ccccc3c2)c1
2	-3%	-7%	-17%	-3%	6%	21%	-7%	16%	Cc1c(C(=O)Nc2cccc(N(C)S(C)(=O)=O)c2)cccc1[N+](=O)[O-]
-7	1%	-4%	-4%	-1%	3%	46%	-13%	-1%	C=CCN=C1CC(C)(C)CC(=O)/C1=C(/O)CCC(=O)OC
0	u	-10%	0%	6%	17%	3%	0%	-1%	O=C(Nc1nc(-c2ccc(S(=O)(=O)N3CCCCCC3)cc2)cs1)c1ccccc1
-4	14%	1%	-3%	2%	1%	6%	-24%	-7%	CCN(c1ccccc1)S(=O)(=O)c1ccc(Cl)c(C(=O)N(CC2CCCO2)C2CCS(=O)(=O)C2)c1 (centres undefined)
4	14%	17%	-8%	15%	12%	17%	-11%	2%	COc1ccc(NC(=O)Cc2cccs2)c(OC)c1
2	20%	4%	29%	6%	-1%	15%	0%	-2%	COc1ccccc1N(C(=O)c1snc(C(N)=O)c1N)C(C(=O)NC1CCCC1)c1ccc(N(C)C)cc1 (centres undefined)
-1	-38%	-4%	-26%	11%	-17%	1%	u	-5%	COc1ccc(C(=O)c2sc(Nc3ccc(NC(C)=O)cc3)nc2C)cc1
-3	4%	-7%	-12%	-2%	35%	52%	-4%	15%	CC(C)(C)C(=O)Nc1cc2c3c(c1)CCC(=O)N3CCC2
-3	2%	6%	u	-14%	20%	1%	-12%	6%	NS(=O)(=O)c1ccc(CCNC(=O)c2ccc3nc4ccc(Cl)cc4c(=O)n3c2)cc1
-3	-6%	0%	1%	4%	-1%	1%	-6%	-6%	Cc1ccc(N2C(=O)CC(NCC3CCCO3)C2=O)cc1 (centres undefined)
-2&-2	0%[56.9 µM]	-3%&1%	14%&-21%	14%&-1%	14%	1%&-1%	4%&-16%	0%	COCCCNC(=O)c1ccc2c(c1)nc(C)n2-c1cccc(C)c1
-3	4%	40µM*	28%	1%	13µM*	x	x	u	O=C(CSc1nnc2ccccn12)NC(=O)c1ccccc1Cl
-2	38%	0%	16%	-11%	14%	45%	57%[activator]	-9%	C=CCn1c(=N)c(C#N)cc2c(=O)n3ccccc3nc21
-12	23%	-12%	-20%	8%	x	36%	-12%	1%	COc1ccc(NC(=O)c2cc(C3CC3)nc3c2c(C)nn3-c2ccccc2)c(OC)c1
-8	-92%	-12%	1%	-8%	14%	7%	-7%	-4%	Oc1ccccc1-c1cncn1Cc1ccccc1
-1	5%	-8%	-7%	3%	2%	79%	-13%	-7%	Cc1ccc(-c2csc(/C(C#N)=C/Nc3ccc4c(c3)OCCO4)n2)cc1
-12	5%	-7%	-12%	13%	x	18%	6%	1%[60.1 µM]	CCOCCn1ccc2c(OCC(=O)Nc3ccc(C(N)=O)cc3)cccc2c1=O
-3	-18%	-7%	0%[57.4 µM]	-5%	-5%	21%	-2%	3%	CCCCCCn1c(SCCN2CCOCC2)nc2c1c(=O)[nH]c(=O)n2C
-4	-1%	12%	u	9%	11%	41%	-9%	-2%	CCOC(=O)c1c(NC(=S)NC(=O)c2cnn(CC)c2)sc2c1CCC(C)C2 (centres undefined)
-2	-38%	-15%	u	6%	1%	5%	-16%	5%	Cc1cccnc1NC(=S)NCc1ccco1
-2	-14%	-20%	-7%	19%	39%	28%	-12%	7%	Cc1nn(C)c(C)c1S(=O)(=O)NCCc1ccc(Cl)cc1
1	-17%	3%	-10%	-5%	1%	-7%	2%	-10%	O=C(Nc1ccc2c(c1)C(=O)OC2)Nc1cccc2ccccc12
3	-6%[11.4 µM]	-5%	-13%	-1%	-1%	2%	-3%	5%	CC(=O)NNc1[nH]c2c(c(=O)c1[N+](=O)[O-])c(=O)n(C)c(=O)n2C
-2	-2%	3%	10%	-2%	10%	24%	-21%	-8%	O=C(CNCc1ccccc1)Nc1ccc(Oc2ccccc2)cc1
-2	4%	2%	215%[activator]	1%	16%	0%	1%	-1%	COCCC(=O)N1CCCC(N2CCN(c3ccc(F)cc3)CC2)C1 (centres undefined)
-4	13%	-18%	48%[activator]	8%	-3%	-27%	3%	7%	Cc1nn(-c2ccccc2)nc1C(=O)Nc1ccc2[nH]ncc2c1
-4	-12%	-16%	0%	-4%	-3%	0%	-17%	-2%	CCCc1cc(C(=O)NCc2ccco2)no1
-7	6%	6%	-6%	3%	3%	21%	-6%	-4%	O=c1[nH]c(N2CCN(Cc3ccccc3)CC2)nc2c1CCC2
0	-28%	-10%	-22%	2%	x	-1%	u	-3%[60.1 µM]	CCc1ccccc1NC(=O)Cn1nc(C)c2nn(-c3ccc(Cl)cc3)c(C)c2c1=O
1	u	-9%	-1%	12%	-4%	x	x	-4%	CC(=O)Nc1ccc(C(=O)OCC(=O)c2ccc(S(=O)(=O)N3CCCCC3)cc2)cc1
-10	1%	-1%	392%[activator]	-3%	16%	24%	0%	-6%	O=C(C1CCN(S(=O)(=O)c2ccccc2)CC1)N1CCN(Cc2ccc3c(c2)OCO3)CC1

Compound activity (PubChem)
